# Sm TGR inh = blocks Schistosoma mansoni thioredoxin glutathione reductase. purified TGR, DTNB reduction, TNB absorbance 405 nm. Potency, µM (titrated, usually from 114 µM), for the others: top-dose activity change, negative = inhibition, most hits filed as inhibitors. hit rate 3% among 360,000; active = well fitted inhibition curve with a large enough effect; inconclusive = small, poorly fitted or top-dose-only effect; inactive = no such curve, though single readings can be large or run the other way; note: nearly all actives have a fitted effect of over 60% in size
#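 TGR 20 nM + NADPH 100 uM (dispensed conc.), cpd preinc 15 min RT; start with NADPH (500 uM addition) then DTNB (15 mM addition). Kinetic TNB absorbance, 405 nm filter. Four-parameter Hill fit across titration.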
# * marks the source's active call; other numbers are inactive results; ? = inconclusive. % is set by controls: 0 for no effect and ±100 for the full control effect; potency is the fitted concentration of half-maximal effect. These rows are one share of the data; rates above refer to the full screens.
SMILES,Sm TGR inh
COc1ccccc1CNC(=O)c1ccc(-c2nc(CS(=O)c3ccccc3)c(C)o2)cc1 (stereo unspecified),?
Cc1sc2ncn(CC(=O)N3CCN(c4ccccc4)CC3)c(=O)c2c1S(=O)(=O)N1CCN(c2ncccn2)CC1,-6%
COCCNC(=O)CN1C(=O)COc2ccc(S(=O)(=O)N3CCCC3)cc21,-11%
COc1ccc(CCNC(=O)c2cc(-c3ccc(C)cc3)nc3n[nH]c(-c4ccc(F)cc4)c23)cc1OC,-3%
COc1ccc(NC(=O)c2cccc3c(=O)c4c([nH]c23)CCCC4)cc1,0%
COc1cn(CC(=O)Nc2ccc(C)cc2C)c(CN2CCCCC2)cc1=O,-2%
Cc1ccc(CN2C(=O)SC(Nc3ccc(Cl)cc3)C2=O)cc1 (stereo unspecified),5%
Cn1c(-c2ccc(S(=O)(=O)N3CCCC3)cc2)csc1=Nc1ccc(Cl)c(Cl)c1,8.9µM*
COc1ccccc1C(=O)Nc1ccccc1C(=O)OCc1cc(=O)n2c(C)csc2n1,6%
Cc1ccc(C)c(N2CCN(C(=O)c3cnc4c(-c5ccccc5)c(C)nn4c3C)CC2)c1,-1%
COc1cc(-c2nc3n(n2)C(c2ccc(F)cc2)C(C(N)=O)=C(C)N3)cc(OC)c1OC (stereo unspecified),6%
CCC(Sc1ncccc1C(=O)Oc1ccccc1Cl)C(=O)Nc1ccccc1OC (stereo unspecified),1%
Cc1cccc(C)c1-n1ncc(C(=O)NCCCN2CCC(C)CC2)c1C1CCN(C(=O)OC(C)(C)C)CC1,1%
CCc1ccc(CNC(=O)C(CC)n2ccc3cc(S(=O)(=O)N4CCCCC4)ccc32)cc1 (stereo unspecified),-1%
Cc1oc2ccc(O)c(CN3CCOCC3)c2c1C(=O)Nc1ccccc1,-4%
Cc1ccc(N2CC(NC(=O)c3cccs3)CC2=O)cc1C (stereo unspecified),6%
CC(=O)c1[nH]c(C)c(C(=O)NCCc2ccc(C)cc2)c1C,7%
CCCCN(CCCNC(=O)c1cc(Nc2ccc(OC)c(OC)c2)nc2ccccc12)Cc1ccccc1,1%
CCCCOc1ccc(-c2nn(-c3ccccc3)cc2C2NC(=O)NC(C)=C2C(=O)OCC)cc1 (stereo unspecified),11%
O=C(CSc1n[nH]c(-c2ccc(F)cc2)n1)NCCc1ccccc1,2%
Cc1cccc(OCC(=O)Nc2ccc(C(=O)OCc3cc(=O)n4nc(C5CC5)sc4n3)cc2)c1,4%
CC(C)OCCCn1c(SCc2ccccc2Cl)nc2c(sc3ccccc32)c1=O,20%
CCN(CC)C(=O)Cn1c(=O)n(-c2ccc(Cl)cc2)c(=O)c2c3c(sc21)CCCCC3,-2%
Cc1cc(C)cc(NC(=O)CN2C(=O)CN=C(c3ccccc3)c3cc(Cl)ccc32)c1,22%
O=C(NCC(c1ccc2c(c1)OCO2)N1CCN(c2ccccc2)CC1)C(=O)Nc1ccccc1 (stereo unspecified),-1%
CCC(CO)NC(=O)C(=O)Nc1c2c(nn1-c1ccc(F)cc1)CSC2 (stereo unspecified),-26%
COc1cc(C)ccc1OCCSc1nc2ccc(NC(C)=O)cc2s1,-5%
COc1ccc(Cn2ccc3nc(C)c(C(=O)Nc4ccc(OC)cc4OC)cc3c2=O)cc1,12%
CCOc1ccc(NC(=O)C2CCN(c3nnc(-n4c(C)ccc4C)s3)CC2)cc1,-22%
CCC(=O)N1c2ccccc2CC1C(=O)NCc1ccc(OC(C)C)cc1 (stereo unspecified),-1%
COc1ccc(OC)c(CCNC(=O)Cn2nc(C)n3c(cc4sccc43)c2=O)c1,5%
Cc1ccc(-c2nc3nc(C)cc(N4CCN(c5cc(Cl)ccc5C)CC4)n3n2)cc1,-33%
CCOC(=O)CC(NC(=O)Cn1nnc(-c2ccc(C(F)(F)F)cc2)n1)c1ccc(C)cc1 (stereo unspecified),-7%
COc1ccccc1NC(=O)Cn1c(=O)n(Cc2nc(-c3ccccc3)no2)c(=O)c2ccccc21,1%
Cc1ccc(O)c(NC(=O)c2ccc(Br)c(S(=O)(=O)N3CCCCC3)c2)c1,-10%
Cc1ccc(NC(=O)CN2C(=O)CSc3ccc(S(=O)(=O)N(C)C)cc32)c(C)c1,-1%
CCn1cc(C(=O)N2CCN(c3cc(Cl)ccc3C)CC2)c2cc(OC)c(OC)cc2c1=O,-2%
O=C(NCC(c1ccc2c(c1)OCO2)N1CCOCC1)c1ccccc1 (stereo unspecified),-1%
COc1ccc(CCNC(=O)c2cccc(-n3cnc4cccnc43)c2C)cc1OC,-4%
CCc1ccc(CNC(=O)c2nn(-c3ccc(C)c(C)c3)nc2CO)cc1,1%

# Two entries picked at random from the list so far, as already listed:
SMILES,Sm TGR inh
Cc1ccc(O)c(NC(=O)c2ccc(Br)c(S(=O)(=O)N3CCCCC3)c2)c1,-10%
Cc1ccc(-c2nc3nc(C)cc(N4CCN(c5cc(Cl)ccc5C)CC4)n3n2)cc1,-33%

# (next part)
SMILES,Sm TGR inh
COc1ccccc1NC(=O)N1CCN(Cc2nc3ccc(C)cc3o2)CC1,-16%
Cc1ccc(CCNC(=O)c2cnc3c(-c4ccc(F)cc4)c(C)nn3c2C)cc1,3%
CCc1ccc(-n2nc(C)c3c(C(=O)NCCc4ccc(OC)c(OC)c4)cc(C)nc32)cc1,10%
CC(=O)c1ccc(Nc2cc(C)nc3nc(Cc4ccc(Cl)cc4)nn23)cc1,-1%
CCOC(=O)c1ccc(Nc2c(-c3ccc(O)cc3)nc3nc[nH]n23)cc1,-15%
Cc1ccc(C(C)(C)C)c(OCC(=O)Nc2ccc(Cl)cc2C(=O)c2ccccc2)c1,8%
Cc1ccc(S(=O)(=O)Nc2cccc(-c3ccc(N4CCCC4)nn3)c2)c(C)c1,1%
COC(=O)c1c(NC(=O)CCCOc2ccc(C(C)(C)C)cc2)sc2c1CCC(C)C2 (stereo unspecified),-5%
Cc1ccc(C(C)C)c(OCC(=O)Nc2c(C(=O)c3ccc(F)cc3)oc3ccccc23)c1,-2%
CCOc1cccc(CC(=O)NCc2ccc3c(c2)CCN3C(=O)c2cccc(C)c2)c1OCC,0%
O=C(NCCc1csc(-c2ccc(F)cc2)n1)c1ccco1,-1%
CCOc1ccccc1NC(=O)Cn1c(=O)n(CC(=O)NCc2ccccc2Cl)c(=O)c2sccc21,7%
COc1ccc(S(=O)(=O)Nc2cccc(-c3ccc(N4CCCCCC4)nn3)c2)cc1F,2%
O=C(NCCCN1CCN(c2ccccc2F)CC1)C1COc2ccccc2C1 (stereo unspecified),-10%
CCCN(CCC)C(=O)CSc1c2c(nc3ccc(Cl)cc13)CCCC2,7%
COc1ccc(-c2nc3scc(CCNS(=O)(=O)c4cc(F)ccc4OC)n3n2)cc1OC,0%
Fc1ccc(-c2ccc(CNCCSc3nnnn3-c3ccccc3)o2)cc1Cl,-10%
Cc1ccccc1CNC(=O)C(=O)NCC(c1cccs1)S(=O)(=O)c1cccs1 (stereo unspecified),25µM*
CCS(=O)(=O)c1ncc(Cl)c(C(=O)NCc2ccc(OC)cc2)n1,10µM*
Cc1ccc2cccc(NC(=O)c3ccc(C#N)cc3F)c2n1,-7%

# 14 entries from above, bar-delimited:
Compound | Sm TGR inh
Cc1ccc(S(=O)(=O)Nc2cccc(-c3ccc(N4CCCC4)nn3)c2)c(C)c1 | 1%
COC(=O)c1c(NC(=O)CCCOc2ccc(C(C)(C)C)cc2)sc2c1CCC(C)C2 (stereo unspecified) | -5%
Cc1ccc(C(C)C)c(OCC(=O)Nc2c(C(=O)c3ccc(F)cc3)oc3ccccc23)c1 | -2%
CCOc1cccc(CC(=O)NCc2ccc3c(c2)CCN3C(=O)c2cccc(C)c2)c1OCC | 0%
O=C(NCCc1csc(-c2ccc(F)cc2)n1)c1ccco1 | -1%
CCOc1ccccc1NC(=O)Cn1c(=O)n(CC(=O)NCc2ccccc2Cl)c(=O)c2sccc21 | 7%
COc1ccc(S(=O)(=O)Nc2cccc(-c3ccc(N4CCCCCC4)nn3)c2)cc1F | 2%
O=C(NCCCN1CCN(c2ccccc2F)CC1)C1COc2ccccc2C1 (stereo unspecified) | -10%
CCCN(CCC)C(=O)CSc1c2c(nc3ccc(Cl)cc13)CCCC2 | 7%
COc1ccc(-c2nc3scc(CCNS(=O)(=O)c4cc(F)ccc4OC)n3n2)cc1OC | 0%
Fc1ccc(-c2ccc(CNCCSc3nnnn3-c3ccccc3)o2)cc1Cl | -10%
Cc1ccccc1CNC(=O)C(=O)NCC(c1cccs1)S(=O)(=O)c1cccs1 (stereo unspecified) | 25µM*
CCS(=O)(=O)c1ncc(Cl)c(C(=O)NCc2ccc(OC)cc2)n1 | 10µM*
Cc1ccc2cccc(NC(=O)c3ccc(C#N)cc3F)c2n1 | -7%

# Additional results follow.
SMILES,Sm TGR inh
O=C(Nc1ccc2nc(SCCOc3ccccc3)sc2c1)c1ccc2c(c1)OCO2,?
Clc1ccc(CN2CCC(CNc3ncnc4onc(-c5ccc(Cl)cc5)c34)CC2)cc1,0%
CCCCN(C)C(=O)Cn1cnc2sc(C)c(S(=O)(=O)N3CCC(C)CC3)c2c1=O,-5%
COc1ccc(OC)c(NC(=O)c2cc(C3CC3)nc3c2c(C)nn3-c2ccc(C)cc2)c1,3%
CCN1CCN(Cc2c(O)ccc3oc(C)c(C(=O)Nc4cccc(Cl)c4C)c23)CC1,-2%
Cc1ccc(C)c(N2CCN(c3ncnc4c3nc3n4CCCC3)CC2)c1,-1%
CCn1cc(C(=O)NCc2ccccc2Cl)c(=O)c2cc(S(=O)(=O)N3CCCCCC3)ccc21,12%
CCC(=O)N1CCc2cc(CNC(=O)Nc3cc(OC)c(OC)c(OC)c3)ccc21,2%
Cc1ccc(Nc2nc3ccc(C)cc3nc2-n2nc(C)cc2C)c(C)c1,10%
O=C(CCCn1c(=O)[nH]c2ccc(Br)cc2c1=O)N1CCN(c2cccc(Cl)c2)CC1,-4%
Cc1ccc2onc(CC(=O)N(C)c3ccccc3)c2c1,0%
CN(C)c1ccc(CNC(=O)C2CCCN(S(=O)(=O)c3ccc4c(ccn4C)c3)C2)cc1 (stereo unspecified),1%
COC(=O)c1ccc(OCC2c3cc(OC)c(OC)cc3CCN2C(=O)c2ccc(F)cc2)cc1 (stereo unspecified),-1%
O=C(CSCc1cc(=O)c2ccccc2[nH]1)Nc1cccc(C(F)(F)F)c1,-3%
COc1ccccc1CNC(=O)c1cnn(-c2ccc(F)cc2F)c1C1CCN(C(=O)OC(C)(C)C)CC1,1%
COc1ccccc1NC(=O)N1CCOc2ccccc21,3%
Cc1ccc2c(CNC3CCCC3)c(C(=O)O)n(Cc3ccc(F)cc3)c2c1,8%
Cc1cccc(NC(=O)c2c(NC(=O)c3ccco3)sc3c2CCC(C(C)(C)C)C3)c1 (stereo unspecified),0%
CCOc1ccc(S(=O)(=O)NCCc2csc3nc(-c4ccc(OC)c(OC)c4)nn23)cc1,6%
COc1ccc(C(=O)O)cc1Nc1nc2ccc(C)cc2n2cnnc12,-3%
CCCCn1c2ccccc2c2nnc(SCC(=O)Nc3ccc(NC(C)=O)cc3)nc21,-1%
CCOC(=O)c1noc2nc(C)n(CC(=O)Nc3cccc(OC)c3)c(=O)c12,4%
COc1cc(OC)c(NS(=O)(=O)c2cc3c(cc2C)NC(=O)CO3)cc1Cl,-6%
COc1ccc(CCNC(=O)CCS(=O)(=O)c2cc(Br)cc3c2N(C(C)=O)CC3)cc1OC,-10%
CCCCN(CC)CCCNC(=O)CS(=O)(=O)Cc1nc(-c2ccc(C)cc2)oc1C,-15%
COc1cccc(-c2cc(C(F)(F)F)n3ncc(C(=O)OC(C)C)c3n2)c1,7%
COc1ccc(Cn2ccn(Cc3cccc(C)c3)c(=O)c2=O)cc1,-1%
COc1ccc(S(=O)(=O)NCCc2csc3nc(-c4ccc(Cl)cc4)nn23)cc1C,-1%
COc1ccc(OC)c(CNS(=O)(=O)c2cc(-c3onc(C)c3C)ccc2C)c1,1%
Cc1ccc(C)c(NC(=O)c2cc(S(=O)(=O)NCCc3ccccc3)ccc2F)c1,-8%
Cc1ccc(CSC2=Nc3ccccc3C3=NC(CC(=O)NC4CCCCC4)C(=O)N23)c(C)c1 (stereo unspecified),4%
CCc1ccc(NC(=O)C(C)n2nnc3sc(-c4ccccc4)cc3c2=O)cc1 (stereo unspecified),3%
COC(=O)c1ccccc1NC(=O)C1CCCN(C(=O)c2cnn(-c3ccc(F)cc3)c2-n2cccc2)C1 (stereo unspecified),3%
COCCCN1C(=O)c2[nH]nc(-c3ccccc3O)c2C1c1ccc(OC)cc1 (stereo unspecified),-11%
Cc1ccc(N2CCN(C(=O)Cc3c(C(=O)O)c(C)cn3C)CC2)c(C)c1,-15%
O=S(=O)(NCCS(=O)(=O)N1CCN(c2cccc(Cl)c2)CC1)c1ccc(F)cc1,5%
C#CCn1c(C2CC(=O)N(c3ccc(OC)cc3)C2)nc2ccccc21 (stereo unspecified),-4%
O=C(Cc1cccs1)NC1CC(=O)N(c2ccccc2)C1 (stereo unspecified),-19%
COc1cc(C2CC(=O)N(Cc3ccc(F)cc3)c3ccccc3S2)cc(OC)c1OC (stereo unspecified),9%
COc1ccc(CNC(=O)CC(c2ccc(OC)cc2)N2Cc3ccccc3C2=O)cc1 (stereo unspecified),13%
Cc1ccc(C)c(NC(=O)CN2C(=O)C(C)(C)c3ccccc32)c1,0%
COc1ccc(-c2nc3scc(CCNS(=O)(=O)c4ccc(F)cc4F)n3n2)cc1OC,-22%
Cc1ccc(CNC(=O)CCCCn2c(=O)c3ccccc3n(Cc3ccc(Cl)cc3)c2=O)cc1,-2%
Nc1c(C(=O)Nc2ccc(Cl)c(C(F)(F)F)c2)sc2nc(-c3ccncc3)ccc12,0%
COc1cccc(OC)c1C(=O)NCCc1csc(-c2ccc(Cl)cc2)n1,3%
CC(C)OCCCNC(=O)c1ccc(Cn2c(=O)c3cccn3c3cccnc32)cc1,-8%
CC1CCN(c2ccc(-c3cccc(NS(=O)(=O)c4cccs4)c3)nn2)CC1,-7%
COc1cccc(CNC(=O)c2ccc3nc(CCc4ccccc4)oc3c2)c1OC,0%
CCc1ccc(NC(=O)c2cnc3c(-c4ccccc4)c(C)nn3c2C)cc1,0%
COCCNC(=O)CCn1c(=O)c2cc(OC)c(OC)cc2n(CC(=O)Nc2ccc(F)c(Cl)c2)c1=O,-4%
